From PubChem
KDM5B inh: blocks human KDM5B histone demethylase activity; AID 1347165; KDM5B demethylase, FDH-coupled NADH fluorescence (FDH is formaldehyde dehydrogenase); Q9UGL1; Potency, µM (doses to about 57.7 µM), for the others: at the highest dose activity change, negative = inhibition, most hits filed as inhibitors; 2.6% of 220,000 active; active = well fitted inhibition curve with a large enough effect; inconclusive = small, poorly fitted or top-dose-only effect; inactive = no such curve, though single readings can be large or run the other way; also: 0% is about no effect; nearly all actives have a fitted effect of over 70% in size
Target sequence (Q9UGL1 whole entry, looked up): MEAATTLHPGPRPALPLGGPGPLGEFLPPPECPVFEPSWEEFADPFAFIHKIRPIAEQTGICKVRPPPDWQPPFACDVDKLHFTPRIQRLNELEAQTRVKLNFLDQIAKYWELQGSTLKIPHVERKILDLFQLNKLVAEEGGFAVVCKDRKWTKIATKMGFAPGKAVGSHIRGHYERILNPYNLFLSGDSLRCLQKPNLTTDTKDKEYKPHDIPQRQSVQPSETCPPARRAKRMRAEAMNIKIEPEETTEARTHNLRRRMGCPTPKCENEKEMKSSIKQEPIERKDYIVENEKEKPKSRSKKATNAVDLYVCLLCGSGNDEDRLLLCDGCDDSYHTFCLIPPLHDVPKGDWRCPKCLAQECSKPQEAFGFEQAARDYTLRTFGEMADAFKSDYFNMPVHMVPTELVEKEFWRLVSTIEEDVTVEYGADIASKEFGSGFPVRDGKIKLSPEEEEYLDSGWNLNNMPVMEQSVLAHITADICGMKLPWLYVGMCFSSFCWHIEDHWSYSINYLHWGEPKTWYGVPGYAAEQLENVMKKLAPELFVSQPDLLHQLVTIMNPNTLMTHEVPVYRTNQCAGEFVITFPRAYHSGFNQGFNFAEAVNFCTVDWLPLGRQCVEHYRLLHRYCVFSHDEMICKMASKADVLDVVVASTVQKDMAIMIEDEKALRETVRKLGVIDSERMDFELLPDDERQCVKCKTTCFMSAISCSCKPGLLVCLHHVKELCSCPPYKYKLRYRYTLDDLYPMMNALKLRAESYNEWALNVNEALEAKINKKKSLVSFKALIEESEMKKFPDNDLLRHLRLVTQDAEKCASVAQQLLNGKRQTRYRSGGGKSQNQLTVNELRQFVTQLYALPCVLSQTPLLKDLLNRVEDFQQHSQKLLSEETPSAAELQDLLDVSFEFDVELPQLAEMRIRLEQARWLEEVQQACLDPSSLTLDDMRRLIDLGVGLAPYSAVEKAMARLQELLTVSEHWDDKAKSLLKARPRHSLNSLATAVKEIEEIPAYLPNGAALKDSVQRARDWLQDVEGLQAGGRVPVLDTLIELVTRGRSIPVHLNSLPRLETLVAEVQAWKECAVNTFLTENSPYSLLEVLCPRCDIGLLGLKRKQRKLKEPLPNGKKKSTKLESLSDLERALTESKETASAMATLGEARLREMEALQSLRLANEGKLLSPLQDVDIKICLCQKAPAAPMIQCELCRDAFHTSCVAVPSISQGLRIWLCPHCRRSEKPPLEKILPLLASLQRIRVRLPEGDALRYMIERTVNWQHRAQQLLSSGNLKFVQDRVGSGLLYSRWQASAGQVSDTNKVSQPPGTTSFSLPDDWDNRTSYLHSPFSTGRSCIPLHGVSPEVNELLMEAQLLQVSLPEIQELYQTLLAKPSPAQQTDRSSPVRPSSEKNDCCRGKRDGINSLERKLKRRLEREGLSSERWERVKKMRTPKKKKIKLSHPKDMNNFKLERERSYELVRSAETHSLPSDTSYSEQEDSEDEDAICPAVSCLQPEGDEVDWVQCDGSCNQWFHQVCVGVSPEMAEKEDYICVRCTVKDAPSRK
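KDM5BΔAP (200 nM final) in 50 mM HEPES pH 7.5, 0.01% Tween-20 was preincubated 10 min at RT with compound over a concentration range. Substrate mix (H3K4me3 12.5 µM, α-KG 25 µM, Fe²⁺, ascorbate, NAD⁺, FDH) was added, and NADH fluorescence change over 30 min gave dose-response curves.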
* hit, by the source's call; ? = inconclusive; [ ] = another dose, or the depositor's remark. Potency is read from the fitted curve at half-maximal effect.

Compound | KDM5B inh
O=C1Nc2ccccc2CNC12CCN(CC1CC1)CC2 | ?
CC(Sc1nc2cc(Cl)ccc2s1)C(=O)NC1CCCC1 (centres undefined) | 21%
Cc1ccc(C(=O)NC(C(=O)N2CCCC2)C2CCN(C(=O)c3cccc(F)c3)CC2)cc1 (centres undefined) | -7%
CCN(C(=O)COC(=O)c1cnc(C)cn1)c1c(N)n(Cc2ccccc2)c(=O)[nH]c1=O | 15%
CCOc1ccc(C(=O)N2CCn3nc(Cc4ccccc4)cc3C2)cc1 | -3%
COC1C(=O)N(C2CCN(S(=O)(=O)c3cn(C)cn3)CC2)C12CCOCC2 (centres undefined) | -8%
O=c1c2nc(-c3ccsc3)ccc2ncn1Cc1ccccc1 | 40µM*
CCOC(=O)C(C)NC(=O)c1cc(OC)c(OC)c(OC)c1 (centres undefined) | 19%
COc1ccc(OC)c(S(=O)(=O)N2CCCCCCN(C)C(=O)[C@@H]3CCC[C@@H]32)c1 | -16%
COc1ccc(-c2nc(-c3nnn4c3COC(c3ccc(C)cc3)C4)no2)c(OC)c1 (centres undefined) | 20µM*
Cc1ccc2c(n1)N(C)[C@H](CO)CCN(Cc1ccc(C#N)cc1)C2 | ?
C=CCOc1ccc(-c2nnc(CCC(=O)NCCOc3ccccc3)c(=O)[nH]2)cc1 | 25%
Cc1cc(F)ccc1-c1[nH]nc2ncc(-c3ccc([S+](C)(=O)[O-])cc3)nc12 | 35µM*
CC(C)NC(=O)N1CCCC(c2nnc3n2CCNC3)C1 (centres undefined) | ?
O=C(OCc1nc2ccccc2o1)c1c(F)cccc1F | -10%
CCNC(=O)N1CCC(Cc2ncc(C)n2C(C)C)C1 (centres undefined) | 35%[activator]
Cn1c(CO[C@H]2CN(Cc3ccncc3F)C[C@H]2F)nc2ccccc21 | 12%[86.2 µM]
CCCc1cc(=O)oc2cc(OCc3ccc(C(=O)O)o3)ccc12 | ?
Cc1oc(-c2ccccc2Cl)nc1CS(=O)(=O)CC(=O)N1CCc2ccccc21 | -4%
Cc1ccc(S(=O)(=O)N[C@H]2CO[C@H]3[C@@H]2OC[C@H]3O)cc1 | 6%[86.2 µM]
N#Cc1ccc(C(=O)N2CCCN(S(=O)(=O)c3ccccc3)CCC(=O)NCC2)cc1 | -12%
CCOCCCNC(=O)CCn1ccc2cc(S(=O)(=O)N3CCCCC3)ccc21 | 15%
Cc1cc(C)c(OCC(=O)Nc2ccc3oc(=O)ccc3c2)c(C)c1 | -10%
CSc1sc(C(=O)NNC(=O)c2ccc(Cl)cc2)c2c1C=CCC2 | ?
CCN1CCN(CCNC(=O)CN2CC3CC(C2)[C@H]2CCCC(=O)N2C3)CC1 (some centres undefined) | 1%
COc1cc(Br)c(C=O)cc1OC | 1%
CC(C)CN1CCC(CN2CCOCC2)CC1 | 24%
Cc1ccc(C(=O)CSc2nc(-c3ccccc3)nc3c2CCCC3)cc1 | -13%
Cc1c(CC(=O)O)c(=O)oc2cc(OCc3ccc(F)cc3Cl)ccc12 | ?
CCCCn1ccc2nc3ccn(-c4ncn[nH]4)c(=O)c3cc2c1=O | ?
Cc1ccc2nc(-c3ccncc3)cc(C(=O)Nc3ccc(F)cc3C)c2c1 | -18%
Cn1nccc1C(=O)NCc1ccc2c(c1)CCN2C(=O)c1ccccc1 | -17%
C=CCn1c(SCc2ccccc2F)nc2cc(C(=O)O)ccc2c1=O | -15%
CCCC(C)(C)NC(=O)Cc1ccc(OC)c(OC)c1 | 14%
CCOc1cccc(-c2noc(-c3nnn4c3COC(c3ccc(Cl)cc3)C4)n2)c1 (centres undefined) | 22µM*
CC1CCC(NC(=O)C2(c3ccc(NS(C)(=O)=O)cc3)CCCCC2)CC1 (centres undefined) | 10%
CCn1cc(S(=O)(=O)N2CCC(Cc3nc(-c4cccnc4)n[nH]3)C2)cn1 (centres undefined) | 12%
Cn1cnc2cc(-c3cccc(N4CCOCC4)c3)cc(C(=O)NCc3cccnc3)c21 | ?
CCOC(=O)Cc1ccc(C(=O)/C=C/c2ccc(Cl)cc2)cc1 | -23%
COc1ccc(CNC(=O)C2CCN(S(=O)(=O)c3cccc4nonc34)CC2)cc1OC | -4%
COc1ccc(CC(=O)N2CCC3(CC2)CC(NC(=O)NC(C)C)c2ccccc23)cc1 (centres undefined) | 15%[115 µM]
CC1CCC2(CC1)NC(=O)N(CC(=O)NCc1ccco1)C2=O (centres undefined) | 10%
CCCN(CCC)S(=O)(=O)c1cc(CN2C(=O)c3cccnc3C2=O)ccc1OC | 11%
Cc1cc(NC(=O)COC(=O)C2(c3ccccc3F)CCCC2)no1 | 16%
O=C(CSc1nnc(-c2ccncc2)n1-c1ccccc1)Nc1ccc(Br)cc1 | -5%
CC(=O)N1CCC(N(Cc2ccc(C)o2)C(=O)Nc2cccc(C(F)(F)F)c2)CC1 | -5%
COCCn1c(SCc2c(F)cccc2Cl)nc2c1c(=O)[nH]c(=O)n2C | 9%
O=C(Nc1ccc(SCc2cccnc2)cc1)c1ccc2c(c1)OCCCO2 | 44%[activator]
COCCOC1CCOC2(CCN(C(=O)NCc3ccccc3)CC2)C1 (centres undefined) | ?
N#Cc1cccc(C(=O)N2CCC(n3cc(-c4nc(-c5ccccc5)no4)nn3)CC2)c1 | -8%

Later entries
Compound | KDM5B inh
COc1ccc(CCc2nc3nccc(-c4ccc(OC)c(OC)c4)n3n2)cc1 | 28µM*
O=C(Cn1c(=O)n(Cc2ccc(C(=O)NCc3ccc4c(c3)OCO4)cc2)c(=O)c2ccccc21)Nc1ccccc1F | ?
CC1CC(C)(C)CC2(C1)NC(=O)N(CC(=O)OCc1ccc(Br)cc1)C2=O (centres undefined) | 26%
O=C(N/N=C/c1cccc(Br)c1)c1cccs1 | -2%
COc1cc(/C=C(/C#N)c2ccc(Cl)cc2)cc(OC)c1OC | ?
COc1ccc2c(c1)nc1n2[C@@H](CNCc2ccc3c(c2)OCO3)COC1 | -8%[86.2 µM]
CCOc1cc(C(c2c[nH]c3ccccc23)c2c[nH]c3ccccc23)ccc1O | -1%
CCS(=O)(=O)Nc1ccc(-c2nc(C3CCOC3)no2)cc1 (centres undefined) | ?
CCOc1ccccc1CNC(=O)C1CCCN(c2nnc(C)c3c(C)n(-c4ccccc4)nc23)C1 (centres undefined) | ?
N#Cc1ccc(O[C@@H]2CCOC[C@H]2NC(=O)NCc2ccco2)cc1 | 21%
Cc1ccccc1NC(=O)CSc1ccc2c(c1)OCCCO2 | 10%
CCCNC(=O)N1CCCC(c2nn(C)c(=O)n2CC)C1 (centres undefined) | -6%
CCN(Cc1nc2cc(Cl)ccc2c(=O)[nH]1)C(=O)CNC(=O)c1ccc(C(C)(C)C)cc1 | -8%
CC(C(=O)Nc1ccccc1C#N)N(C)Cc1ccccc1N1CCCCC1 (centres undefined) | 0%
Cn1c(=O)c(C2=NN(C(=O)c3ccco3)C(c3ccco3)C2)c(-c2ccccc2)c2cc(Cl)ccc21 (centres undefined) | ?
CC(C)(C)CC(=O)N1CCN(c2nc(-c3ccccc3)nc3c2CCC3)CC1 | -23%
Cc1ccc(C)c(N2CCN(c3ccc(NC(=O)c4cccs4)cc3C(=O)O)CC2)c1 | ?
COc1ccccc1CC(=O)NC1CCN(c2cc(C(F)(F)F)nc(C)n2)CC1 | 2%
CC1(C)Cc2c(cnn2-c2ccc(F)cc2)C(NC(=O)c2ccc(=O)oc2)C1 (centres undefined) | -20%
C[C@@H]1CN(C(=O)CC2CCCC2)C[C@@]1(O)C1CC1 | -6%
Cc1occc(=O)c1OCc1noc(C(=O)NCc2ccccc2)n1 | 16%
C[C@@H]1OC(Nc2ccc(N=Nc3ccccc3)cc2)[C@H](O)[C@H](O)[C@H]1O (some centres undefined) | 18%
CC(C)C(NC(=O)c1ccc(I)cc1)C(C)C | 37%[activator]
CN1CCC2(CCC1=O)CN(C(=O)c1cnn3c1CCCC3)CCN2C (centres undefined) | -1%
Cc1cc(O)c(C(c2ccccc2Cl)N2CCCCC2)c(=O)n1Cc1ccco1 (centres undefined) | ?
COc1ccc(C2Cn3nnc(-c4noc(/C=C/c5ccco5)n4)c3CO2)cc1 (centres undefined) | ?
O=C(C1CC(=O)N(c2cccc(C(F)(F)F)c2)C1)N1CCNCC1 (centres undefined) | 17%
O=S(=O)(Cc1ccccc1)NCCNS(=O)(=O)Cc1ccccc1 | 25%
Cc1ccccc1-n1nnnc1C1(Nc2ccccc2)CCCC1 | -19%
O=C(NC[C@H]1O[C@@H]2C[C@@H](CC(=O)N3CCOCC3)O[C@@H]2[C@@H]1O)Nc1ccc(F)cc1 | 20%[86.2 µM]

Marked active in KDM5B inh, of those listed so far:
Compound | KDM5B inh
O=c1c2nc(-c3ccsc3)ccc2ncn1Cc1ccccc1 | 40µM*
COc1ccc(-c2nc(-c3nnn4c3COC(c3ccc(C)cc3)C4)no2)c(OC)c1 (centres undefined) | 20µM*
Cc1cc(F)ccc1-c1[nH]nc2ncc(-c3ccc([S+](C)(=O)[O-])cc3)nc12 | 35µM*
CCOc1cccc(-c2noc(-c3nnn4c3COC(c3ccc(Cl)cc3)C4)n2)c1 (centres undefined) | 22µM*
COc1ccc(CCc2nc3nccc(-c4ccc(OC)c(OC)c4)n3n2)cc1 | 28µM*

Further results.
Compound | KDM5B inh
CSCC(=O)N1C[C@@H](NC(=O)NC(C)C)C[C@H]1C(=O)N[C@H](Cc1c[nH]c2ccccc12)C(N)=O | 30%
COc1ccc(-c2c(C)c3cc(OS(=O)(=O)c4ccc(C)cc4)ccc3oc2=O)cc1OC | ?
COc1ccc(-c2noc([C@@H]3CCCN3C(=O)c3cc(C)cc(C)c3)n2)cc1 | -19%
N#Cc1ccc(S(=O)(=O)N[C@H]2[C@H](O)[C@H](O)C[C@@H]2c2ccccc2)cc1 | 13%[86.2 µM]
CN1C(=O)C(CC(=O)N2CCOCC2)=C2CCCCC21 (centres undefined) | 2%
OCc1nc(C2CCNC2)no1 (centres undefined) | 1%
COCCNC(=O)c1cnc2c(c1)N(Cc1ccccc1)CCC2 | 35µM*
CN1C(=O)CS(=O)(=O)C12CCN(C(=O)c1ccccc1F)CC2 | 29%
COC[C@H]1NC(=O)CC[C@H]1C(=O)Nc1cccc(OC(F)(F)F)c1 | 6%
CC(C)(C)c1ccc(C(=O)N2CCC(c3nc4ccccc4o3)CC2)cc1 | ?
Cc1nc(Nc2nc(CSc3nc4ccccc4[nH]3)cc(=O)[nH]2)nc2ccccc12 | 11%
CC(C)c1ccc(NC(=O)c2cc(S(=O)(=O)NCCC3=CCCCC3)ccc2F)cc1 | -9%
CC(=O)Nc1cccc(NC(=O)c2cc3c(=O)n4cccc(C)c4nc3n2C)c1 | -10%
Cn1c(=O)[nH]c(=O)c2c1nc(SCC(=O)Nc1ccccc1)n2Cc1ccccc1Cl | 1%
COc1cc(NS(=O)(=O)c2ccc(NC(=S)NC(=O)c3ccc(F)cc3)cc2)nc(OC)n1 | 4%
C#CCN(C)Cc1nc(C2(O)CCN(CC3CC3)CC2)cs1 | -12%[86.2 µM]
COC(=O)c1ccccc1S(=O)(=O)N1CCC(C(=O)NCCc2ccco2)CC1 | -1%
COCCN1Cc2[nH]nc(-c3cccc(OC)c3)c2CC1=O | 2%[86.2 µM]
COCC1CN(C2CCC2)CC12CCN(C(=O)C1CCN(C(C)=O)CC1)CC2 (centres undefined) | ?
c1cnn(-c2ccc(-c3nc(C4CCOC4)no3)cc2)c1 (centres undefined) | 32µM*

Continued, overlapping the part above by three compounds.
Compound | KDM5B inh
COCCN1Cc2[nH]nc(-c3cccc(OC)c3)c2CC1=O | 2%[86.2 µM]
COCC1CN(C2CCC2)CC12CCN(C(=O)C1CCN(C(C)=O)CC1)CC2 (centres undefined) | ?
c1cnn(-c2ccc(-c3nc(C4CCOC4)no3)cc2)c1 (centres undefined) | 32µM*
CCNc1nc(SCC(=O)Nc2cc(C)on2)nc2ccccc12 | 10%
CC(C)(C)c1ccccc1NC(=O)c1ccc2ccccc2n1 | -13%
O=C1CC(C(=O)Nc2cccc(Cl)c2)n2ncnc2N1 (centres undefined) | 3%
O=c1n(-c2ccc(F)cc2F)nc2n1CCN(CC1CCCCC1)C2 | ?
COc1ccc(C2Cn3nnc(C(=O)N4CCC(C(=O)NCCC5=CCCCC5)CC4)c3CO2)cc1 (centres undefined) | 13%
O=C(CCc1c[nH]c2ccccc12)Nc1ccc(F)c(F)c1F | -14%
CC1=C(C(=O)Nc2ccccc2)C(c2cccc(C)c2)N2C(CC(=O)NCC(C)C)=CSC2=N1 (centres undefined) | ?
O=C(NCC1CC1)c1cn(C2CN(C(=O)NC3CCCCC3)C2)nn1 | -28%
Cn1cnc(C(=O)N2C[C@@H](COc3ccccc3)[C@H](C(N)=O)C2)c1 | ?
CCCCN1C(C)=NS(=O)(=O)c2cc(C(=O)Nc3ccc(OCC)cc3)ccc21 | 10%
O=S(=O)(CCN1CCOC(c2ccccc2)C1)c1ccccc1 (centres undefined) | 19%
COc1cccc(-c2nnc(SCC3CCOCO3)n2-c2ccc(C)cc2)c1 (centres undefined) | 6%
CN(CC(=O)Nc1cc(C(F)(F)F)cc(C(F)(F)F)c1)C1CCCCC1 | 10%
Cc1ccc(OCC(=O)Nc2ccc(N3CCN(S(C)(=O)=O)CC3)cc2)cc1Cl | 13%
CCN1CCN(C(=O)CCNC(=O)Cn2cnc3ccccc3c2=O)CC1 | -16%
CC(=O)Nc1cccc(C(=O)NCc2nnc3ccc(-c4ccc(C)cc4)nn23)c1 | ?

Some of the compounds tested. The share of hits here may be higher or lower than overall.
